# T cell modulator: T cell immune modulators affecting CD8 T cell-vesicle binding. 2C CD8+ T cell-vesicle binding, flow cytometry; active compounds read low. calls only at 7 µM. hit rate 0.068% among 330,000;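 active means response, share of CD8 T cells binding vesicles, and their 90th percentile fluorescence all below set limits, cut at about 80% in these data, passing the limit was not always enough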
#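 System: murine 2C transgenic CD8+ T lymphocytes; also added: QL9-loaded Drosophila micro-vesicles; times: binding 1.5 h at 37 °C; measured by: flow cytometry, PE anti-B7-1 (FL2) versus Alexa647 anti-CD8 (FL8), PFA-fixed; control set: Peptide-free naked vesicles (low) and QL9 vesicles with 0.7% DMSO vehicle (high)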
# Hep lipid drop: modulators of hepatic lipid droplet formation | AML12 mouse hepatocytes, oleate lipid droplets, BODIPY imaging | inhibition, % at 6.5 µM | hit rate 0.4% among 240,000;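 active means lipid droplet intensity inhibited by at least 50%, with more than 500 cells counted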
#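 Technique: fluorescence imaging, 20x objective, two fields per well / Assay system: AML12 hepatocytes (mouse) / Measure: % inhibition of lipid droplet signal / Doses: 6.5 µM single-point dosing / Incubation: overnight exposure / Reagent: 100 µM oleic acid challenge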
# Myeloid diff MLP: compounds promoting myeloid differentiation; calls only at 10 µM; ER-HoxA9 myeloid progenitors, lysozyme-GFP differentiation, flow cytometry; hit rate 1% among 360,000;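 active means normalized GFP-positive differentiation at or above the plate's own cutoff, the solvent-only control mean plus 3 SD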;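 further: cells exposed to compound for four days before flow analysis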
# human PMI inhibition: inhibitors of human PMI, primary screen, biochemical, fluorescence intensity, coupled assay (AID 1209). purified PMI enzyme, coupled fluorescence intensity; higher % means a stronger effect. inhibition, % at 20 µM; hits with a dose series show IC50 in µM. hit rate 0.42% among 190,000; in the data active means inhibition above about 50%;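 further: plate controls were DMSO vehicle for no effect and wells lacking substrate for full effect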
# bCat nuc transl: alters nuclear translocation of beta-catenin in HeLa cells; immunofluorescence imaging; nuclear translocation activity, % at 5 µM; hit rate 0.3% among 190,000;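 active means nuclear translocation activity above 50% at 5 µM, with a well cell count of 50 or more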;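 further: per-cell ratio of nuclear to cytoplasmic median beta-catenin stain intensity; plate controls were DMSO negative control for no effect and GSK-3 inhibitor IX positive control for full effect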
#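 Technique: fluorescence imaging of beta-catenin antibody stain plus DAPI / Material: human HeLa cell line / Incubation: compound treatment 24 h, 37°C, 5% CO2 / Read-out basis: % activation of per-cell nuclear versus cytoplasmic median beta-catenin signal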
# Dynein transport: dynein cargo transport inhibition. AID 1381. hit rate 0.47% among 220,000. z-score, hits read low. 3617.4 mouse cells, GR-EGFP nuclear translocation imaging; test concentration mostly 20 µM; stimulated with dexamethasone, 1 µM; active compounds read low;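 active means plate z-score of nuclear minus cytoplasmic receptor signal below a set negative limit, without overly bright fluorescence or cell loss, cut at about -3.5 in these data, passing the limit was not always enough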;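 further: z-score of nuclear minus cytoplasmic ring GR-EGFP intensity difference per well; some compounds called inactive have numbers as strong as hits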
#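 Buffer or medium – tet-free medium with charcoal-stripped serum · Signal – automated 10x imaging of fixed Hoechst-stained cells · Also added – dexamethasone agonist, 1.0 µM final, for 30 min · Incubation – induction 48 h, compound 1 h, agonist 30 min · Read-out – GR-EGFP nuclear translocation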
# Insulin prom up: MIN6 insulin promoter up-regulation | MIN6 insulin promoter-GFP reporter, high-content imaging; active compounds read high | z-score at 5 µM | hit rate 0.3% among 190,000 | AID 1625;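 active means z-score above 3 at 5 µM with at least 500 cells counted in the well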
# TNAP activation fold: human TNAP enzyme activators, primary screen, biochemical, luminescent, no phosphate acceptor, uHTS (AID 1001). purified TNAP, luminescent activation assay, no phosphate acceptor; higher activation fold means a stronger effect. activation fold at 20 µM, or EC50 in µM where a hit was titrated. hit rate 0.03% among 200,000; in the data active means activation fold from about 3, or a potency from the dose series; inactive means the rest, 99 in 100 with activation fold below about 1.6; further: many of its hits are not listed in these tables
# MT stabilize HCS: microtubule stabilization, imaging screen; HeLa tubulin immunostaining HCS, 24 h; share of cells brighter than vehicle mean+2SD; % tubulin-high responders, % at 10 µM; hit rate 0.83% among 200,000;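 active means plate Z-score above 3 for both tubulin-high and condensed-nucleus cell shares, with cell loss under 80%, at 10 µM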;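 further: anti alpha tubulin signal scored within the nucleus-defined area of each cell; some results filed as inactive read as strong as hits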
# Dynein transport cytoplasmic EGFP: also measured in Dynein transport; calls as there; z-score; measured here: cytoplasmic GR-EGFP intensity; active compounds read high
# Dynein transport nuclear GR-EGFP: recorded beside Dynein transport, whose call it bears; z-score; measured here: nuclear GR-EGFP intensity;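 lower value marks the stronger effect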
# Dynein transport cell count: further read-out of Dynein transport, marked with its call; z-score; measured here: cell count per field
# Insulin prom up cell count: further read-out of Insulin prom up, marked with its call; cell count; measured here: cytotoxicity, nuclei count;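 total cells summed across four imaged fields per well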
# Hep lipid drop cells 6.5 µM: second read-out of Hep lipid drop, no call of its own (marks repeat the call); cell count; measured here: cell count, cytotoxicity flag;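 cells counted across two imaged fields per well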
# bCat nuc transl cell count 5 µM: also measured in bCat nuc transl; calls as there; cell count; measured here: cell count, cytotoxicity flag
# T cell modulator vesicle-bound %: also measured in T cell modulator; calls as there; double positive events, %; measured here: CD8+ vesicle-bound cell fraction;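 binding gate set so that unloaded-vesicle control wells show 10% double positive cells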
# MT stabilize HCS Hoechst-high %: recorded beside MT stabilize HCS, whose call it bears; % Hoechst-high responders; measured here: nuclear condensation Hoechst responders;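 share of cells brighter than vehicle mean plus two SD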
# MT stabilize HCS cytotoxicity %: second read-out of MT stabilize HCS, no call of its own (marks repeat the call); toxicity, %; measured here: cytotoxicity by cell density;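 0% = mean cell density of plate MIN control wells and 100% = no cells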
# Myeloid diff MLP GFP+ MAC1+ %: also measured in Myeloid diff MLP; calls as there; GFP+ MAC1+ double positive, %; measured here: differentiation confirmed by MAC1 staining
# * = called active by the depositor; i = inactive; x = no result given.
# Screens in order – T cell modulator	T cell modulator vesicle-bound %	Hep lipid drop	Hep lipid drop cells 6.5 µM	Myeloid diff MLP	Myeloid diff MLP GFP+ MAC1+ %	human PMI inhibition	bCat nuc transl	bCat nuc transl cell count 5 µM	Dynein transport	Dynein transport cytoplasmic EGFP	Dynein transport nuclear GR-EGFP	Dynein transport cell count	Insulin prom up	Insulin prom up cell count	TNAP activation fold	MT stabilize HCS	MT stabilize HCS Hoechst-high %	MT stabilize HCS cytotoxicity %
- CCc1nn2c(=O)cc(COc3ccc(/C=C4\C(=N)N5N=C(CC(C)C)SC5=NC4=O)cc3)nc2s1
→ i	56	21	642	x	x	x	1.1	1336	0.61	-0.098	1.2	-0.95	0.19	824	x	x	x	x
- Cc1ccc(S(=O)(=O)n2c([N+](=O)[O-])cnc2C)c(C)c1C
→ i	25	-7	655	i	0.5	-14%	-0.6	926	-0.38	-0.3	-0.57	0.81	0.02	2293	1	2.3	3.1	8.2
- COc1cccc(OC)c1OCCCOc1ccc(C)cc1Br
→ i	37	-5	660	i	0.3	8%	0.2	1095	-0.17	-0.23	0.076	-0.091	0.05	1369	1.1	2.4	0.9	0.1
- O=C(NNc1ccc(Cl)cc1)c1cccs1
→ i	38	0	637	i	0.3	x	-3.6	1126	-0.081	-0.24	-0.16	-0.35	-1.1	1409	x	x	x	x
- C/C(CC(=O)NCc1ccco1)=N\NC(=O)CC#N
→ i	60	9	690	i	0.9	-6%	0.5	1562	-0.34	-0.27	-0.17	0.48	-0.03	1347	1.1	2.0	2.6	5.5
- CCNc1ccccc1C(=O)O
→ i	57	2	762	i	2.0	x	0.8	1099	0.062	-0.036	0.05	0.28	-0.31	1491	x	x	x	x
- O=C(CN1C(=O)C2CC=CCC2C1=O)NCC(=O)Nc1ccc(F)c(F)c1F (stereo not drawn)
→ i	14	-4	693	i	0.3	-42%	0.5	1089	0.45	-0.31	-0.067	0.57	-0.64	1139	1	8.4	1.0	5.6
- O=C(CN1C2=NCCN2c2ccccc21)c1ccc2c(c1)OCO2
→ i	12	x	x	i	9.3	-8%	2.1	1144	-0.43	-0.27	-0.16	-0.4	-0.95	1025	1.1	3.8	3.1	3.6
- Cc1ccc(NC(=O)COC(=O)C(CC(C)C)N2C(=O)C3CC=CCC3C2=O)c(C)c1 (stereo not drawn)
→ i	42	6	623	i	0.4	16%	0.3	1070	0.3	-0.056	0.11	-1.6	-0.04	1514	1	4.2	1.8	5.4
- O=C(COc1ncnc2sccc12)NC1CCCc2ccccc21 (stereo not drawn)
→ i	47	20	695	i	0.6	7%	-1.7	1205	0.42	-0.22	0.14	-0.24	0.73	1539	1.1	4.6	2.4	11
- O=C(Nc1ccccc1F)NC1CC1
→ i	54	0	700	i	0.6	-1%	1.5	1071	0.14	-0.29	0.3	0.51	0.36	1118	1.1	3.1	3.7	5.5
- O=C(CCNS(=O)(=O)c1ccc(Br)s1)NCc1ccc(F)cc1
→ i	50	-4	702	i	0.7	0%	0.6	1060	-0.27	-0.31	0.21	-0.64	-0.01	1248	1	2.5	2.1	5.0
- O=C(COC(=O)c1ccc[nH]c1=O)NCCc1ccc(F)cc1
→ i	37	-2	671	i	0.7	-5%	-1.4	1050	0.68	-0.16	0.25	-0.48	-0.11	1612	1.1	4.6	2.4	5.0
- CN(C)c1ccc(C(=O)/C=C/c2ccc(Br)cc2)cc1
→ i	18	8	684	i	0.1	5%	x	x	2.1	0.24	0.49	-0.96	-0.01	1304	1	3.9	3.1	7.7
- CCn1ccc(C(=O)Nc2ccccc2Cl)n1
→ i	39	0	694	i	0.4	-6%	2.0	912	-0.76	-0.29	-0.25	0.98	-0.09	1625	1	3.0	1.6	5.7
- CCc1cccc(NC(=O)CN2C(=O)NC3(CCCCCCC3)C2=O)c1
→ i	13	x	x	i	0.1	6%	1.8	790	0.072	-0.14	0.21	-0.21	0.28	1176	1.1	2.2	2.3	5.7
- Cc1cccn2c(=O)c3cc(C(=O)NCc4ccco4)c(=N)n(CCOCCO)c3nc12
→ i	23	x	x	i	2.5	x	x	x	-0.87	-0.18	-0.4	1.1	x	x	x	1.9	1.4	13
- N#CC1=C(N)Oc2c(O)cc3ccccc3c2C1c1ccsc1 (stereo not drawn)
→ i	26	10	402	i	0.1	29%	4.1	1038	0.42	1.5	0.68	-0.76	0.27	1266	1	5.0	2.6	7.0
- Cc1nc2ccc(NC(=O)c3ccco3)cc2nc1C
→ i	46	4	643	i	0.7	-5%	-1.3	1023	1	-0.24	0.3	0.5	0.09	1560	1.1	5.3	1.0	5.4
- CC(C)CNC(=S)N1CCN(c2nc3ccccc3s2)CC1
→ i	20	-11	710	i	0.2	18%	-0.4	1057	-1.1	-0.36	-0.44	1.1	-0.69	1379	1.1	0.4	1.5	3.3
- CC1CC1C(=O)OCC(=O)Nc1ccccc1Oc1ccccc1 (stereo not drawn)
→ i	60	12	681	i	0.2	3%	-0.1	1029	0.8	-0.12	0.017	-1.6	1.7	952	1.1	2.2	1.8	1.0
- Cc1cc(C)cc(N(C(=O)c2ccccn2)C(C(=O)NC2CCCCC2)c2cccs2)c1 (stereo not drawn)
→ i	8	x	x	i	5.7	9%	1.5	1409	-0.099	-0.26	0.15	-0.016	-0.02	1609	1	1.3	0.8	8.9
- COC(=O)[C@@H](NC(=O)NC(C)CCc1ccccc1)C(C)C (stereo partly drawn)
→ i	33	x	x	i	1.0	-4%	-6.8	1009	-0.31	-0.16	0.046	0.47	0.17	1122	1.1	6.1	3.3	9.0
- CC(C)(C)c1ccc(NC(=O)CSc2nnc(-c3n[nH]c4ccccc34)o2)cc1
→ i	41	9	657	i	0.4	22%	-0.2	1098	0.81	-0.2	1.1	-0.73	-0.05	1351	1.4	7.7	2.2	0.4
- Cc1ccc(S(=O)(=O)N2CCOCC2)cc1NC(=O)COC(=O)c1ccc2c(c1)OCO2
→ i	45	6	664	i	0.7	-5%	-2.1	1085	-0.31	-0.35	-0.34	0.52	-0.73	1098	1.1	4.1	1.4	11
- CC12CN3CC(C)(CN(C1)C3c1ccc(Cl)cc1Cl)C2=O (stereo not drawn)
→ i	40	-16	636	i	4.7	7%	-0.1	1086	0.33	-0.12	0.53	-0.75	0.99	1963	1.1	5.4	2.6	7.5
- CCOC(=O)c1c(C)[nH]c(C(=O)COC(=O)/C=C/c2ccc(OCC#N)c(OC)c2)c1C
→ i	31	5	733	i	0.2	1%	-3.2	1015	-0.86	-0.27	-0.21	1.6	0.15	1630	1	3.9	1.2	6.9
- CC(=O)Nc1ccc(S(=O)(=O)Nc2nccc(/C=C/c3ccccc3F)n2)cc1
→ i	42	4	728	i	0.0	20%	0.8	885	-0.16	-0.32	0.041	0.81	1	1398	1.1	0.8	1.3	3.3
- COc1ccc(Cc2nnc(N/N=C(\C)c3ccccc3)[nH]c2=O)cc1OC
→ i	36	0	740	i	0.7	x	-0.7	1382	0.22	-0.16	-0.28	0.27	0.09	1484	x	x	x	x
- COc1cc(/C=N/NC(=O)c2ccoc2C)ccc1O
→ i	34	0	672	i	0.4	12%	-1.5	1038	-0.062	-0.25	0.069	0.056	0.07	1318	1	11	0.7	11
- O=C(CSc1nnc2ccccn12)NCc1cccs1
→ i	57	x	x	i	1.2	-15%	-1.5	1241	0.36	-0.21	0.48	0.86	2.3	980	1.1	3.7	1.7	5.8
- CS(=O)(=O)N(CC(O)CON=C1c2ccccc2-c2ccccc21)c1ccc(F)cc1 (stereo not drawn)
→ i	46	5	754	i	0.8	18%	-0.3	1179	1.8	0.036	1.1	-0.78	-0.81	1136	1.1	1.0	1.3	9.4
- Cc1ccc(CN2CCNC(=O)C2CC(=O)NCCCn2ncc3ccccc32)o1 (stereo not drawn)
→ x	x	0	631	i	0.9	9%	1.8	962	-1.5	-0.29	-0.88	1.3	1.8	1474	1.1	3.8	1.3	2.6
- COc1cc(CNCc2cccs2)ccc1OCC(N)=O
→ i	10	x	x	i	1.9	6%	x	x	0.48	-0.37	0.37	-0.73	x	x	1.1	2.0	1.8	3.9
- COc1ccc(-c2csc(N)n2)cc1
→ i	29	-6	720	i	0.6	-5%	-7.0	573	-0.011	-0.17	0.53	0.57	0.32	1168	1	2.7	2.6	9.1

# Looked up by compound from above (2):
# Screens in order – T cell modulator	T cell modulator vesicle-bound %	Hep lipid drop	Hep lipid drop cells 6.5 µM	Myeloid diff MLP	Myeloid diff MLP GFP+ MAC1+ %	human PMI inhibition	bCat nuc transl	bCat nuc transl cell count 5 µM	Dynein transport	Dynein transport cytoplasmic EGFP	Dynein transport nuclear GR-EGFP	Dynein transport cell count	Insulin prom up	Insulin prom up cell count	TNAP activation fold	MT stabilize HCS	MT stabilize HCS Hoechst-high %	MT stabilize HCS cytotoxicity %
- CS(=O)(=O)N(CC(O)CON=C1c2ccccc2-c2ccccc21)c1ccc(F)cc1 (stereo not drawn)
→ i	46	5	754	i	0.8	18%	-0.3	1179	1.8	0.036	1.1	-0.78	-0.81	1136	1.1	1.0	1.3	9.4
- Cc1ccc(CN2CCNC(=O)C2CC(=O)NCCCn2ncc3ccccc32)o1 (stereo not drawn)
→ x	x	0	631	i	0.9	9%	1.8	962	-1.5	-0.29	-0.88	1.3	1.8	1474	1.1	3.8	1.3	2.6

# Screening results: PubChem, several laboratories
